Assay outcomes as filed in PubChem BioAssay.
TDP1 cell CPT = qHTS for Inhibitors of human tyrosyl-DNA phosphodiesterase 1 (TDP1): qHTS in cells in presence of CPT. chicken DT40 Tdp1-/-;hTDP1 cells + 20 nM CPT, ATP luminescence, 48 h. Potency, µM (top dose mostly 46.2 µM), for inactives: at the top dose activity change, negative = growth inhibition, hits mostly inhibitors. 12% of 420,000 active. AID 686979, 2013; note: nearly all actives have a fitted effect of over 55% in size
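Chicken DT40 Tdp1-/- cells stably complemented with human TDP1 were seeded at 400 cells/well in medium containing 20 nM camptothecin, exposed to pin-transferred compounds, and grown at 37 °C for at least 48 hr. Viability was read as ATP luminescence.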
N370S GC = qHTS Assay for Inhibitors and Activators of N370S glucocerebrosidase as a Potential Chaperone Treatment of Gaucher Disease; AID 2101, 2009; N370S GC spleen homogenate, 4MU-glucoside fluorescence; 0.092% of 330,000 active; Lysosomal acid glucosylceramidase (Homo sapiens), P04062; Potency, µM (doses to about 59.4 µM), without a hit: top-dose activity change, negative = inhibition, most hits filed as inhibitors;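 note: 0% = full enzyme activity and -100% = no enzyme basal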
FEN1 inhibitor = qHTS Assay for the Inhibitors of Human Flap endonuclease 1 (FEN1); Recombinant FEN1 flap cleavage, fluorescence, 15 min; Potency, µM (titrated, usually from 114 µM), without a hit: at the top dose activity change, negative = inhibition, hits mostly inhibitors; 0.35% of 390,000 active; note: nearly all actives have a fitted effect of over 65% in size
Target sequence (P39748 whole entry, looked up): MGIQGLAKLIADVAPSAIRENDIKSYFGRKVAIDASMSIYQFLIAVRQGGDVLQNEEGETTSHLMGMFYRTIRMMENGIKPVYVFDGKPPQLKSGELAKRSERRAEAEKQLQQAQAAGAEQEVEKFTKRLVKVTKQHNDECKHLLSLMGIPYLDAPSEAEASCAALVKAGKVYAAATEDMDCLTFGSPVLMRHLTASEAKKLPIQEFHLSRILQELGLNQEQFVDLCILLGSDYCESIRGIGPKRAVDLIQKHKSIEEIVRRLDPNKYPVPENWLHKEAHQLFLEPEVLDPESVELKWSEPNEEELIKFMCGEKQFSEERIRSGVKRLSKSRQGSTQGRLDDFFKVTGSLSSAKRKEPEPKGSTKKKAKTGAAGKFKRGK
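In this screen, 50 nM flap DNA substrate was added to 10 nM FEN1 pretreated with compound for 15 min at room temperature; cleavage was followed with reads at 0 and 15 min, and Hill fitting gave concentration–response parameters.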
Numbers without * were called inactive; ? = inconclusive; . = not tested or not shown; & = joins results of further samples; [ ] = dose if it differs, or a comment. Calls come from the whole dose curve; as a rule, active = well fitted curve in the direction sought with a large enough effect; inconclusive = small, poorly fitted or top-dose-only effect, or another doubt; inactive = no such curve, though single readings can be large; an effect the other way counts as inactive or inconclusive. Unless noted, % is set by controls: 0 for no effect and ±100 for the full control effect; potency is the fitted concentration of half-maximal effect. Not all compounds are listed; count on the stated rates, not on these rows.

SMILES	TDP1 cell CPT	N370S GC	FEN1 inhibitor
O=C(CC(=O)Nc1ccc(Br)cc1)Nc1ccc(Br)cc1	13%	-18%	-10%
Cc1cccc(CNC(=O)Cn2nc(C)n3c(cc4cc(F)ccc43)c2=O)c1	-5%	.	-12%
O=C(NCc1cccnc1)NC(C(F)(F)F)C(F)(F)F	9%	-1%	9%
COc1ccc(C2Nc3ccccc3C(=O)N2Cc2ccco2)cc1COc1c(C)cccc1C (stereo unspecified)	2.5µM*	.	-13%
Cc1cccc(NC(=O)CN(c2ccc(F)cc2)S(C)(=O)=O)c1	-3%	4%	-5%
O=C(N/N=C/c1cc([N+](=O)[O-])ccc1O)c1ccc(COc2ccc3c(c2)CCC3)o1	2.6µM*	-15%	-8%
Cc1ccc(NC(=O)C(c2ccccc2)N2CCN(C(=O)c3ccco3)CC2)cc1Cl (stereo unspecified)	-22%	.	2%
CCOC(=O)c1nc2ccccc2s1	3%	-7%	7%
CC(C)(C)N(Cc1ccccc1)C(=O)CN1C(=O)c2ccccc2C1=O	3%	-4%	-6%
CC(=O)N1CCN(c2ccccc2NC(=O)COc2cc(C)ccc2C(C)C)CC1	?	-5%	-25%
COCc1cc(C)n(CC(=O)Nc2ccc(N3CCOCC3)cc2)c(=O)c1C#N	-11%	1%	13%
Cc1cccc(C)c1NC(=O)Cn1nc(-c2ccc(Cl)s2)ccc1=O	2%	1%	-12%
CC(C)COc1ccc(C(=O)Nc2ncn[nH]2)cc1	10%	-4%	-5%
CCCCN(C(=O)C1=CC=CN2CCS(=O)(=O)N=C12)c1ccccc1	5%	-27%	2%
Cn1nc2sc3ccccc3n2c(=O)c1=O	19%	6%	-8%
Cc1ccc(-c2cc3c(N4CCN(c5cc(C)ccc5C)CC4)nccn3n2)cc1	23µM*	.	-13%
Cc1cc(SCC(=O)NC(=O)c2cccn2C)nc2ccccc12	-4%	20%	-12%
O=C(NC1CCCCC1)c1cccc2c1C(=O)c1ccc(-c3ccc(OC(F)(F)F)cc3)cc1S2(=O)=O	9.2µM*	.	16%
COc1ccc2nc3ccccc3nc2c1NC(=O)c1ccc(Br)cc1	-30%	3%	0%
CCCn1nnc(NC(=O)c2ccc(Br)cc2)n1	-23%	?	-3%
CC(C)=CCCC(C)CN1CCC(N2CCC(C(=O)NC(C)C)CC2)CC1 (stereo unspecified)	23µM*	-4%	15%
CCOC(=O)c1cc(CC)sc1NC(=O)C1CC(=O)NN1Cc1ccccc1 (stereo unspecified)	?	16%	2%
CN1C(=O)NC(c2cccc([N+](=O)[O-])c2)C2=C1CC(C)(C)CC2=O (stereo unspecified)	14%	-1%	-21%
N#Cc1c(C(F)(F)F)cc(-c2ccc(Cl)cc2)[nH]c1=O	-26%	?	-14%
O=C(Nc1ccccc1)OCCOc1ccc(Br)cc1	-21%	3%	-12%

13 consecutive compounds from above, quoted:
SMILES	TDP1 cell CPT	N370S GC	FEN1 inhibitor
O=C(CC(=O)Nc1ccc(Br)cc1)Nc1ccc(Br)cc1	13%	-18%	-10%
Cc1cccc(CNC(=O)Cn2nc(C)n3c(cc4cc(F)ccc43)c2=O)c1	-5%	.	-12%
O=C(NCc1cccnc1)NC(C(F)(F)F)C(F)(F)F	9%	-1%	9%
COc1ccc(C2Nc3ccccc3C(=O)N2Cc2ccco2)cc1COc1c(C)cccc1C (stereo unspecified)	2.5µM*	.	-13%
Cc1cccc(NC(=O)CN(c2ccc(F)cc2)S(C)(=O)=O)c1	-3%	4%	-5%
O=C(N/N=C/c1cc([N+](=O)[O-])ccc1O)c1ccc(COc2ccc3c(c2)CCC3)o1	2.6µM*	-15%	-8%
Cc1ccc(NC(=O)C(c2ccccc2)N2CCN(C(=O)c3ccco3)CC2)cc1Cl (stereo unspecified)	-22%	.	2%
CCOC(=O)c1nc2ccccc2s1	3%	-7%	7%
CC(C)(C)N(Cc1ccccc1)C(=O)CN1C(=O)c2ccccc2C1=O	3%	-4%	-6%
CC(=O)N1CCN(c2ccccc2NC(=O)COc2cc(C)ccc2C(C)C)CC1	?	-5%	-25%
COCc1cc(C)n(CC(=O)Nc2ccc(N3CCOCC3)cc2)c(=O)c1C#N	-11%	1%	13%
Cc1cccc(C)c1NC(=O)Cn1nc(-c2ccc(Cl)s2)ccc1=O	2%	1%	-12%
CC(C)COc1ccc(C(=O)Nc2ncn[nH]2)cc1	10%	-4%	-5%

(next part)
SMILES	TDP1 cell CPT	N370S GC	FEN1 inhibitor
COc1ccc(C(=O)O)cc1S(=O)(=O)Nc1ccccc1Cc1ccccc1	3%	-3%	-8%
Cc1oc2c(c(C)cc3oc(=O)c(CC(=O)NCc4ccccc4)c(C)c32)c1C	13%	.	-5%
COC(=O)c1ccc(CS(=O)(=O)c2ccc(F)cc2)o1	-4%	-11%	13%
Cc1cccc(C)c1NS(=O)(=O)c1ccc(-c2cnc(C3CC3)o2)cc1	0.0058µM*	-8%	-2%
O=C(COc1ccccc1Cl)NCc1ccco1	-5%	14%	-6%
COc1ccc(NC(=O)c2cccn2-c2nnc(N3CCCCC3)s2)cc1	?	.	-16%
COc1cccc(CNC(=O)CCS(=O)(=O)c2ccc3c(c2)CC(C)N3C(=O)C2CC2)c1 (stereo unspecified)	-27%&-1%	-10%	-1%&20%
CCCCN(CC)CCCNC(=O)c1ccc(CS(=O)(=O)c2c(Cl)cccc2Cl)o1	-13%	-2%	6%
O=C(NC(=S)N1CCN(c2ccc(O)cc2)CC1)c1ccco1	?	.	1%
COc1ccc(NC(=O)C2CC(=O)OC2c2ccccc2)cc1 (stereo unspecified)	-3%	15%	-1%
CCN(CC)CCSc1c(C(C)C)cnc2c1c(=O)n(C)c(=O)n2C	4%	.	-14%
COc1ccc(N2CC(C(=O)N/N=C/c3cc([N+](=O)[O-])ccc3O)CC2=O)cc1 (stereo unspecified)	-20%	-6%	-7%
Cc1ccc(-c2nc3ncccn3c2Nc2ccc3c(c2)OCO3)o1	?	9%	-8%
COc1ccccc1NC(=O)C1CC(O)CN1C(=O)Oc1ccccc1 (stereo unspecified)	-13%	-2%	17%
O=C(CC(c1cccs1)N1Cc2ccccc2C1=O)Nc1ccccc1F (stereo unspecified)	?	.	-8%
O=C(NC1CCC(=O)N(CCOc2ccccc2)CC1)OCc1ccccc1 (stereo unspecified)	?	-2%	3%&14%
C[C@H]1C=C2C=C[C@H](C)[C@H](CC[C@@H]3C[C@@H](O)CC(=O)O3)[C@H]2[C@@H](OC(=O)[C@@H](C)CCO)C1	27µM*	-8%	.
Cc1nc2ccc(NC(=O)c3cncc(Br)c3)cc2s1	?	-2%	-4%
CCC(=O)NCc1nc2ccccc2n1Cc1ccccc1F	?	20%	-1%
CC(C)Cc1nnc(NC(=O)CCC(=O)NCCc2ccc(Cl)cc2)s1	1%	-8%	-1%
Cc1ccccc1-c1cc(C(=O)NCc2cccc(Br)c2)n(CC2CC(c3cccnc3)=NO2)n1 (stereo unspecified)	?	.	5%
COc1cc2c(cc1OC)C(c1ccc(Cl)cc1)=NCC2	16µM*	-7%	12%
CC(C)CC(=O)NNC(=O)c1ccc(Cl)cc1	-31%	-22%	15%
CCOC(=O)C1(C)NC(c2cccs2)C2C(=O)N(c3ccccc3)C(=O)C21 (stereo unspecified)	7%	-2%	-5%
O=C1C2C3C=CC(C3)C2C(=O)N1c1ccccc1OS(=O)(=O)c1ccccc1 (stereo unspecified)	14%	5%	-6%
(more compounds)
SMILES	TDP1 cell CPT	N370S GC	FEN1 inhibitor
COc1ccc(NC(=O)c2cc3n(n2)C(C(F)(F)F)CC(c2ccc4c(c2)OCO4)N3)cc1OC (stereo unspecified)	?	-4%	-22%
Nc1nc(-c2ccc(F)cc2)cc(C(F)(F)F)n1	-6%	8%	4%
Cc1ccc(C(=O)Nc2cccc(C(=O)O)c2)cc1S(=O)(=O)N1CCCC1	-5%	.	14%
COc1cc(/C=N/NC(=O)C2CC(=O)N(c3ccc(C)cc3)C2)cc(OC)c1OC (stereo unspecified)	1%	2%	1%
N#Cc1ccc(N2Cc3ccccc3/C2=N/C(=O)Nc2ccc(Cl)cc2)cc1	?	-2%	-5%
COCCn1c(SCC(=O)NC2CCCCC2)nnc1-c1ccncc1	3%	2%	14%
Cn1c(CNc2cccc(Cl)c2)nnc1SCC(=O)OC1CCCCC1	-2%	1%	1%
CC1CCCCN1S(=O)(=O)c1ccc(C(=O)Nc2ccccc2-c2nc3ccccc3s2)cc1 (stereo unspecified)	-11%	13%	24%
CCOC(=O)c1c(C)[n+]([O-])c2ccc3c(non3O)c12	-19%	-18%	3%
CC(C)(C)OC(=O)C(C)(C)Sc1nnc(N)s1	1%	3%	4%
CCc1ccc(NC(=O)CN2C(=O)CSC2=O)cc1	-7%	6%	-11%
Nc1ccc(Nc2ccncc2[N+](=O)[O-])cc1	-21%	3%	-3%
COc1ccc(CC(CC(=O)O)C(=O)Nc2ccc(OC)cc2)cc1 (stereo unspecified)	-1%	-6%	3%
CCc1cc(C(=O)O)c(NC(=O)C(c2ccccc2)c2ccccc2)s1	?	6%	2%
O=c1cc(CSc2nc(NCc3ccc(Cl)cc3)c3ccccc3n2)nc2ccc(Cl)cn12	2%	.	-7%
CC(C)c1noc(-c2ccccc2OCC(=O)Nc2ccc([N+](=O)[O-])cc2)n1	-4%	.	-3%
Cc1c(NC(=O)COC(=O)Cc2ccc(Cl)cc2)c(=O)n(-c2ccccc2)n1C	-16%	-2%	5%
Cc1c(Cl)cccc1NC(=O)CCN1CCN(C)CC1	-30%	7%	-2%
COc1ccc(C)cc1NC(=O)CSc1nc(=O)n(Cc2cccnc2)c2c1CCC2	?	.	-9%
Clc1ccccc1C1SCC2Nc3ccccc3CN21 (stereo unspecified)	-13%	1%	-21%
Cc1cccc(N(C(=O)Cn2nnc3ccccc32)C(C(=O)NCc2ccco2)c2ccncc2)c1C (stereo unspecified)	3%	-17%	8%
COCCCN(C(=S)NC(=O)c1ccc(C(C)(C)C)cc1)c1c(N)n(Cc2ccccc2)c(=O)[nH]c1=O	-6%	27%	-2%
O=C1NC(c2ccco2)Nc2sc3c(c21)CCN(Cc1ccccc1)C3 (stereo unspecified)	23µM*	.	6%
C[C@@H]1CN([C@@H](C)CO)C(=O)c2cccc(NC(=O)Nc3ccc(F)cc3)c2O[C@@H]1CN(C)Cc1ccc(Oc2ccccc2)cc1	13µM*	.	3%
CCOC(=O)c1cc(S(=O)(=O)NCCc2ccc(OC)c(OC)c2)cn1C	1%	5%	16%
Following part
SMILES	TDP1 cell CPT	N370S GC	FEN1 inhibitor
CCOC(=O)c1c(NC(=O)OC)sc(C(=O)N(CC)CC)c1C	?	4%	11%
COc1ccc(C(=O)CSc2n[nH]c(=O)n2Cc2ccco2)cc1	-10%	-1%	12%
CC(C)=CCN1CCN(Cc2nc(-c3ccccc3)cs2)CC1CCO (stereo unspecified)	?	2%	-5%
CC(C)C[C@H](NC(=O)[C@H](CCCCN)NC(=O)[C@H](CCCNC(=N)N)NC(=O)[C@H](C)NC(=O)[C@H](CO)NC(=O)[C@H](CCCCN)NC(=O)[C@H](CCCNC(=N)N)NC(=O)[C@H](C)NC(=O)CNC(=O)[C@@H](NC(=O)[C@H](Cc1ccccc1)NC(=O)CNC(=O)CNC(=O)[C@@H](N)Cc1ccccc1)[C@H](C)O)C(=O)N[C@@H](C)C(=O)N[C@@H](CC(N)=O)C(=O)N[C@@H](CCC(N)=O)C(=O)O	0%[4.12 µM]	4%	.
CC1CCCCN1CCNC(=O)CCc1nnc2n(Cc3ccccc3)c(=O)c3ccccc3n12 (stereo unspecified)	-4%	0%	-7%
COc1ccc(CCNC(=O)CCc2ccc(OC)cc2)cc1	5%	3%	4%
CCc1nnc(NC(=O)CSc2nncc(=O)n2N)s1	9%	-1%	16%
Cc1ccc(S(=O)(=O)N(C)CC(=O)NNC(=O)Cc2cccc(F)c2)cc1	1%	.	9%
COc1cc2c(cc1NC(=O)c1cc(-c3ccccn3)nc3ccccc13)oc1ccccc12	21µM*	13%	-1%
OCc1cc(-c2ccc(Cl)c(Cl)c2)on1	8%	-11%	-2%
Cc1ccccc1OCCNc1ccc(C(F)(F)F)cc1[N+](=O)[O-]	-7%	15%	9%
COc1ccc(C2CC(=O)N3CN(C4CCCCC4)CSC3=C2C#N)cc1 (stereo unspecified)	?	.	?
